KKLEB cytotox = cytotoxicity in KKLEB CF airway cells, primary screen, cytotoxicity control for CF NF-kB inhibitor project, cell-based, uHTS, fluorescence assay plates; activity change (cytotoxicity), % at 5 µM; KKLEB CF airway cells viability, ATPlite luminescence, overnight; stronger effect = lower value; cells stimulated with P. aeruginosa culture filtrate; 360,000 tested, 0.36% active;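 active means corrected activity change at or below -50% at 5 µM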
TRAIL sens C8 = viability loss with TRAIL in NB7+C8 cells, primary screen, TRAIL sensitizer project, cell-based, ATPlite luminescence; inhibition (viability loss, TRAIL sensitization), % at 10 µM; 360,000 tested, 1% active;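 active means compounds causing at least 50% loss of cell viability in the single-dose screen, relative to plate controls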
EBV LMP1 NFkB = EBV LMP1-driven NF-kappaB luciferase reporter inhibitors, primary screen, cell-based, luminescence, single point. LMP1-induced NF-kappaB luciferase reporter cells. inhibition, % at 12.5 µM. 350,000 tested, 0.69% active. AID 504558, 2011; in the data active means inhibition above about 41%; inconclusive means no clear call, values can overlap the other calls;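 further: 0% = neutral control wells and 100% = reference inhibitor control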
Peg3 promoter = Peg3 promoter-driven luciferase inhibitors, primary screen, cell-based, HeLa, luciferase luminescence; HeLa PEG-Prom luciferase reporter, overnight; 360,000 tested, 1.7% active; inhibition, % at 20 µM;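 active means inhibition of at least 50% at 20 µM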
CF NFkB block = inhibitors of PAF-induced NF-kB signaling, primary screen, cell-based, GFP fluorescence, uHTS; KKLEB NF-kB-GFP reporter, GFP fluorescence overnight; inhibition, % at 5 µM; 360,000 tested, 0.86% active;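 active means at least 50% inhibition at 5 µM, scaled per plate between neutral and stimulator controls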;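 further: PAF is a Pseudomonas aeruginosa culture filtrate used as stimulus; plate controls were PAF-stimulated DMSO wells for no effect and unstimulated DMSO wells for full effect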
HIF-2a inh = HIF-2a reporter inhibitors, primary screen, luminescence, 786-0 RCC cells; 786-0 RCC cells HIF-2a reporter, luciferase luminescence, overnight; inhibition, % at 18.8 µM; 360,000 tested, 0.72% active; AID 624352, 2012;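 active means inhibition of the luminescence signal of 40% or more relative to plate controls, in a single-dose primary screen at 18.75 µM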
NR2E3 ag-1 = NR2E3 agonists in two-hybrid cells, primary screen, cell-based, luminescence, CHO-S, Gal4-NCOR/VP16-NR2E3; luciferase; inhibition of corepressor binding, % at 3.98 µM; 360,000 tested, 0.35% active; AID 602229, 2012;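 active means inhibition above the mean of all tested compounds plus 3 SD, cut at about 70% in these data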;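 further: 0% = DMSO with NR2E3 transfected cells and 100% = cells lacking NR2E3 construct; higher means lower luciferase signal from less NR2E3 corepressor binding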
Target sequence (Q9Y5X4 whole entry, looked up, the tested form may be a part): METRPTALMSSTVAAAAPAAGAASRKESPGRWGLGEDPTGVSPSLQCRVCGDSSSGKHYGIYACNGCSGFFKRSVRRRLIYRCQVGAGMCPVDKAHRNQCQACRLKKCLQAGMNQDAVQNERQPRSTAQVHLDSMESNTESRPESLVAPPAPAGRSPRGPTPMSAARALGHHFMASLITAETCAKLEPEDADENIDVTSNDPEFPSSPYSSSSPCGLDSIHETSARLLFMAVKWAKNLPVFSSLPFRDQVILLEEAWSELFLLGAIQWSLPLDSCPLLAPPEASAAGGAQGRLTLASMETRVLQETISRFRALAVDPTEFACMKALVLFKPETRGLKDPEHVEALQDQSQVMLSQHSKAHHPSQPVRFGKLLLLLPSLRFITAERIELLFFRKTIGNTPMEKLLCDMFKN
TRPM1 prom inh = inhibitors of MITF-dependent TRPM1 promoter reporter, primary screen, cell-based, SK-MEL-5, single point, luciferase. SK-MEL-5 TRPM1 promoter luciferase, 24 h. inhibition, % at 12.5 µM. 330,000 tested, 0.83% active;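 active means mean inhibition across replicates of 60% or more, whatever share of single replicates reaches that level; inconclusive means some that reach 60%, reason not given; inactive means mean inhibition across replicates below 60%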; further: values of inactives mirror those of a sister screen read the other way
Shn3 3UTR inh = reduction of Shn3 3'UTR firefly luciferase signal, primary screen, Schnurri-3 inhibitor project, cell-based, Clone20 osteoblasts, set 2 | AID 588674, 2011 | 360,000 tested, 0.52% active | Clone20 osteoblast Shn3 3'UTR firefly luciferase, 24 h | inhibition, % at 12.5 µM;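 active means mean inhibition of at least 75% with every replicate also reaching 75%; inconclusive means mean inhibition at least 75% but some replicate below; inactive means mean inhibition below 75%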;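 further: 0% = median of neutral control wells and 100% = pilot-screen positive control compound; some compounds past the cut are filed as inactive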
hiPSC survival = enhancers of single-cell hiPSC survival, primary screen, ATPlite luminescence | 100% = ROCK inhibitor wells, 0% = DMSO | 360,000 tested, 0.044% active | survival enhancement, % at 20 µM | AID 602274, 2012; in the data active means survival enhancement above about 18%;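 further: cells exposed to compounds for 16 hours before the ATP read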
NR2E3 ag-2 = inhibitors of NR2E3-RetCOR corepressor binding, primary screen, NR2E3 agonist project, biochemical, TR-FRET, GST-NR2E3, biotin-RetCOR; 1536-well; AID 2300, 2010; 320,000 tested, 0.12% active; Photoreceptor-specific nuclear receptor (Homo sapiens), Q9Y5X4; inhibition of corepressor binding, % at 4.78 µM;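 active means percent inhibition above the cutoff of mean plus 3 SD of all tested compounds, set per screening campaign, cut at about 20% in these data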;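 further: 0% = DMSO wells and 100% = biotin wells as full block of FRET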
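System: GST-tagged NR2E3 plus biotinylated RetCOR corepressor; Amount: 1.35 nM GST-tagged NR2E3 final; Dosing: single nominal compound dose of 4.8 µM; Schedule: 5 h incubation at 4 °C; Technique: TR-FRET with europium anti-GST and streptavidin-D2, 340 nm excitation; Controls: biotin wells as high control, 0.6% DMSO wells as low control.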
The depositor's hits bear a star. The list is partial; rates above refer to the full screens.

Results for Cc1ccc(NC(=O)CSc2nc(O)c(Cc3ccccc3)c(=O)n2-c2ccccc2)cc1 ?
KKLEB cytotox: 11; TRAIL sens C8: 2; EBV LMP1 NFkB: 1; Peg3 promoter: -4; CF NFkB block: -2; HIF-2a inh: -22; NR2E3 ag-1: -12; TRPM1 prom inh: -4; Shn3 3UTR inh: -14; hiPSC survival: 2.3; NR2E3 ag-2: 0

What do the screens show for `Cc1cccc(-n2ncc3c(NCCCO)ncnc32)c1`?
KKLEB cytotox: 3; TRAIL sens C8: 33; EBV LMP1 NFkB: -21; Peg3 promoter: -342; CF NFkB block: 22; HIF-2a inh: -220; NR2E3 ag-1: -73; TRPM1 prom inh: -65; Shn3 3UTR inh: -65; hiPSC survival: -1.3; NR2E3 ag-2: 10

How did Cc1ccc(-c2nc3ccc(C)cn3c2Cc2ccccc2C(F)(F)F)cc1 do in these assays?
KKLEB cytotox: -2; TRAIL sens C8: 19; Peg3 promoter: -156; CF NFkB block: 4; HIF-2a inh: -218; NR2E3 ag-1: -117; Shn3 3UTR inh: -52; hiPSC survival: -2.8

What do the screens show for `Cc1ccc(/C=C/C(=O)NCC2COc3ccccc3O2)o1` (configuration not stated)?
KKLEB cytotox: -6; TRAIL sens C8: 2; EBV LMP1 NFkB: -5; Peg3 promoter: -1; CF NFkB block: 3; HIF-2a inh: -12; NR2E3 ag-1: -15; TRPM1 prom inh: -13; Shn3 3UTR inh: 0; hiPSC survival: -2.3; NR2E3 ag-2: 2

What do the screens show for `O=C(NNC(=O)C1CCCC1)c1ccccc1F`?
KKLEB cytotox: 6; TRAIL sens C8: 0; EBV LMP1 NFkB: -2; Peg3 promoter: -10; CF NFkB block: 10; HIF-2a inh: 3; NR2E3 ag-1: -21; TRPM1 prom inh: 5; Shn3 3UTR inh: -6; hiPSC survival: 1.0; NR2E3 ag-2: 8

What do the screens show for `COc1ccc(OC)c(-c2cc(C3CCN(C(=O)OC(C)(C)C)CC3)[nH]n2)c1`?
KKLEB cytotox: -16; TRAIL sens C8: -7; EBV LMP1 NFkB: -18; Peg3 promoter: -28; CF NFkB block: 17; HIF-2a inh: -57; NR2E3 ag-1: -26; TRPM1 prom inh: -24; Shn3 3UTR inh: -13; hiPSC survival: 0.0; NR2E3 ag-2: 1

What do the screens show for `N#CC1=C(N)N2C(=C(C#N)C13CCCC3)Nc1ccccc12`?
KKLEB cytotox: 4; TRAIL sens C8: -3; EBV LMP1 NFkB: -3; Peg3 promoter: -6; CF NFkB block: 4; HIF-2a inh: -38; NR2E3 ag-1: -15; TRPM1 prom inh: 1; Shn3 3UTR inh: 16; hiPSC survival: -0.3; NR2E3 ag-2: 0

How did CCN(CC(=O)Nc1cccc(OC)c1)C(=O)c1cnc(Cl)c(Cl)c1 do in these assays?
KKLEB cytotox: -1; TRAIL sens C8: 3; EBV LMP1 NFkB: -3; Peg3 promoter: 7; CF NFkB block: 2; HIF-2a inh: 2; NR2E3 ag-1: -6; TRPM1 prom inh: -2; Shn3 3UTR inh: 6; hiPSC survival: 0.4; NR2E3 ag-2: 0

Results for COC(=O)C(C)n1cnc2c(nnn2-c2ccc(F)cc2)c1=O (configuration not stated) ?
KKLEB cytotox: -17; TRAIL sens C8: 5; EBV LMP1 NFkB: -3; Peg3 promoter: 11; CF NFkB block: 7; HIF-2a inh: -3; NR2E3 ag-1: -30; Shn3 3UTR inh: -13; hiPSC survival: 1.0; NR2E3 ag-2: 3

What do the screens show for `O=C(c1ccc(Cl)cc1)N1CCN(c2cc(=O)[nH]nc2-c2ccccc2)CC1`?
KKLEB cytotox: -8; TRAIL sens C8: 14; EBV LMP1 NFkB: 3; Peg3 promoter: 19; CF NFkB block: 0; HIF-2a inh: 15; NR2E3 ag-1: 5; TRPM1 prom inh: 3; Shn3 3UTR inh: 15; hiPSC survival: -2.2; NR2E3 ag-2: 3

What do the screens show for `Cc1ccc(NC(=O)CN(C)C(=O)c2cc(-c3ccccc3)nn2-c2ccccc2)cc1`?
KKLEB cytotox: 8; TRAIL sens C8: 10; EBV LMP1 NFkB: -6; Peg3 promoter: 16; CF NFkB block: 0; HIF-2a inh: 19; NR2E3 ag-1: 13; TRPM1 prom inh: 6; Shn3 3UTR inh: 7; hiPSC survival: 1.0

Results for O=C(N/N=C/c1c[nH]c2ccccc12)c1[nH]c2ccc(Br)cc2c1-c1ccccc1 ?
KKLEB cytotox: -14; TRAIL sens C8: -34; EBV LMP1 NFkB: 7; Peg3 promoter: 20; CF NFkB block: 34; HIF-2a inh: 31; NR2E3 ag-1: 24; TRPM1 prom inh: inconclusive; Shn3 3UTR inh: -45; hiPSC survival: -2.3

Results for O=C(NC(=S)Nc1ccc(Cl)cn1)C12CC3CC(CC(C3)C1)C2 ?
KKLEB cytotox: 3; TRAIL sens C8: 10; EBV LMP1 NFkB: -24; Peg3 promoter: -220; CF NFkB block: 11; HIF-2a inh: -188; NR2E3 ag-1: -18; TRPM1 prom inh: -65; Shn3 3UTR inh: -147; hiPSC survival: 3.4; NR2E3 ag-2: 4

Results for CC1C(=O)N2CCCc3cc(NC(=O)c4ccccc4F)cc1c32 (configuration not stated) ?
KKLEB cytotox: 9; TRAIL sens C8: -2; EBV LMP1 NFkB: -1; Peg3 promoter: -10; CF NFkB block: -14; HIF-2a inh: -10; NR2E3 ag-1: -7; TRPM1 prom inh: 3; Shn3 3UTR inh: 2; hiPSC survival: -0.4; NR2E3 ag-2: -1

How did Cc1ccc2c(c1)c(C)cc[n+]2Cc1ccccc1 do in these assays?
KKLEB cytotox: 3; TRAIL sens C8: 29; EBV LMP1 NFkB: 4; Peg3 promoter: 6; CF NFkB block: -15; HIF-2a inh: 10; NR2E3 ag-1: -10; TRPM1 prom inh: 13; Shn3 3UTR inh: 23; hiPSC survival: -1.9; NR2E3 ag-2: -3

How did O=Cc1c(NCc2ccccc2Cl)c2ccccc2[nH]c1=O do in these assays?
KKLEB cytotox: -2; TRAIL sens C8: -19; EBV LMP1 NFkB: -3; Peg3 promoter: 16; CF NFkB block: -6; HIF-2a inh: 10; NR2E3 ag-1: -10; TRPM1 prom inh: 10; Shn3 3UTR inh: 6; hiPSC survival: 0.5; NR2E3 ag-2: 2

What do the screens show for `CCOC(=O)c1nn(-c2ccccc2)c(C(=O)OCC)c1N`?
KKLEB cytotox: -1; TRAIL sens C8: -10; EBV LMP1 NFkB: -4; Peg3 promoter: 23; CF NFkB block: -8; HIF-2a inh: 5; NR2E3 ag-1: 3; TRPM1 prom inh: 4; Shn3 3UTR inh: -32; hiPSC survival: 1.3; NR2E3 ag-2: 2

Results for Cc1ccc2nc(-c3ccccc3)c(CN3CCOCC3)n2c1 ?
KKLEB cytotox: -7; TRAIL sens C8: -6; EBV LMP1 NFkB: -7; Peg3 promoter: -5; CF NFkB block: 11; HIF-2a inh: -31; NR2E3 ag-1: -30; TRPM1 prom inh: 3; Shn3 3UTR inh: -1; hiPSC survival: 0.4; NR2E3 ag-2: -1

Results for O=C(Nc1ccc(OC(F)F)cc1)c1ncc(Cl)c(Cl)c1Cl ?
KKLEB cytotox: 4; TRAIL sens C8: 10; EBV LMP1 NFkB: 10; Peg3 promoter: -20; CF NFkB block: 2; HIF-2a inh: 3; NR2E3 ag-1: 0; TRPM1 prom inh: 22; Shn3 3UTR inh: -11; hiPSC survival: -0.7; NR2E3 ag-2: 0

How did CS(=O)(=O)c1ccc(-c2csc(C(O)c3cccc(Cl)c3)n2)cc1 (configuration not stated) do in these assays?
KKLEB cytotox: 20; TRAIL sens C8: -4; Peg3 promoter: 21; CF NFkB block: 12; HIF-2a inh: 1; NR2E3 ag-1: 19; Shn3 3UTR inh: 16; hiPSC survival: -0.7

Results for Cc1ccc(C)c(SCC(=O)OCC(=O)Nc2ncc(C(F)(F)F)cc2Cl)c1 ?
KKLEB cytotox: 3; TRAIL sens C8: -5; EBV LMP1 NFkB: -1; Peg3 promoter: 13; CF NFkB block: -33; HIF-2a inh: 23; NR2E3 ag-1: 13; TRPM1 prom inh: 7; Shn3 3UTR inh: 0; hiPSC survival: 2.1; NR2E3 ag-2: 3

Results for Oc1ccc(Cl)cc1Sc1cc(Cl)ccc1O ?
KKLEB cytotox: 10; TRAIL sens C8: 29; EBV LMP1 NFkB: 1; Peg3 promoter: 71*; CF NFkB block: 63*; HIF-2a inh: 10; NR2E3 ag-1: 61; TRPM1 prom inh: 16; Shn3 3UTR inh: -7; hiPSC survival: -0.3

How did CCOc1ccc(Br)cc1S(=O)(=O)Nc1ccc(S(=O)(=O)Nc2cc(C)on2)cc1 do in these assays?
KKLEB cytotox: 0; TRAIL sens C8: -9; EBV LMP1 NFkB: -2; Peg3 promoter: -1; CF NFkB block: 8; HIF-2a inh: 3; NR2E3 ag-1: -15; TRPM1 prom inh: -1; Shn3 3UTR inh: 4; hiPSC survival: 13

In the list so far, these contain an aryl thioether with sulfur outside any ring:
Results for Cc1ccc(NC(=O)CSc2nc(O)c(Cc3ccccc3)c(=O)n2-c2ccccc2)cc1 ?
KKLEB cytotox: 11; TRAIL sens C8: 2; EBV LMP1 NFkB: 1; Peg3 promoter: -4; CF NFkB block: -2; HIF-2a inh: -22; NR2E3 ag-1: -12; TRPM1 prom inh: -4; Shn3 3UTR inh: -14; hiPSC survival: 2.3; NR2E3 ag-2: 0

Results for Cc1ccc(C)c(SCC(=O)OCC(=O)Nc2ncc(C(F)(F)F)cc2Cl)c1 ?
KKLEB cytotox: 3; TRAIL sens C8: -5; EBV LMP1 NFkB: -1; Peg3 promoter: 13; CF NFkB block: -33; HIF-2a inh: 23; NR2E3 ag-1: 13; TRPM1 prom inh: 7; Shn3 3UTR inh: 0; hiPSC survival: 2.1; NR2E3 ag-2: 3

Results for Oc1ccc(Cl)cc1Sc1cc(Cl)ccc1O ?
KKLEB cytotox: 10; TRAIL sens C8: 29; EBV LMP1 NFkB: 1; Peg3 promoter: 71*; CF NFkB block: 63*; HIF-2a inh: 10; NR2E3 ag-1: 61; TRPM1 prom inh: 16; Shn3 3UTR inh: -7; hiPSC survival: -0.3
